Source: PubChem BioAssay
MPTP block = blocks calcium-induced mitochondrial swelling; isolated mouse mitochondria, Ca2+ swelling absorbance, 30 min; inhibition, % at 10 µM; 360,000 tested, 1.4% active; AID 602449;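 active means inhibition of 50% or more, scaled per plate between neutral and stimulator controls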;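 further: 0% = DMSO wells given calcium and 100% = 1 mM EGTA wells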
mIAP activ = mouse IAP activation | muIAP, CDP-Star luminescence, 30 min; stronger effect = higher value; 1 = vehicle-only enzyme signal, 0 = enzyme-free wells | activation factor at 10 µM | 330,000 tested, 0.24% active;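 active means activation factor of at least 2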; further: the source names both 10 and 20 µM as test concentration; values of inactives mirror those of a sister screen read the other way
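System: Mouse IAP enzyme | Also added: CDP-Star substrate | Dosing: Compounds dispensed in DMSO | Schedule: 30 min enzyme-substrate-compound incubation at room temperature | Technique: Chemiluminescence readout | Control set: DMSO-only wells and no-enzyme negative control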
hIAP activ = human IAP activation | P09923 | purified human IAP, CDP-Star luminescence, 30 min; stronger effect = higher value; 1 = vehicle-only enzyme, 0 = enzyme-free background | activation factor at 10 µM | 330,000 tested, 0.16% active | AID 2524;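 active means activation factor of the enzyme at least 2-fold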; further: the source names both 10 and 20 µM as test concentration; values of inactives mirror those of a sister screen read the other way
Target sequence (P09923 whole entry, looked up): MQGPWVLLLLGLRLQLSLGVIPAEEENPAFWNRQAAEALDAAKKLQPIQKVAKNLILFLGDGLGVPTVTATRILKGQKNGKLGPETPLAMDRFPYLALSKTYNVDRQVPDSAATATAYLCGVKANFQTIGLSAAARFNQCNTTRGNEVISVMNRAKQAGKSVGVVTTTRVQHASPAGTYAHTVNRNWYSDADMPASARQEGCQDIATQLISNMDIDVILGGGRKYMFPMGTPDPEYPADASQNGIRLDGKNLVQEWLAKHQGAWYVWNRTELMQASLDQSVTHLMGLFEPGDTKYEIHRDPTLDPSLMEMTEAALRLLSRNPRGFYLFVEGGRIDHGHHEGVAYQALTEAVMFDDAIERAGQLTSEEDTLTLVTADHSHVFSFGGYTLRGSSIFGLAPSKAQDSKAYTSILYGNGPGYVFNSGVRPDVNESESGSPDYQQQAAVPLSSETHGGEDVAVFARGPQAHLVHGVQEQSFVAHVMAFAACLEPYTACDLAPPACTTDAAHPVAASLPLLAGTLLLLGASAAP
beta cell repl = MIN6 beta-cell proliferation induction; MIN6 cells proliferation, ATPlite luminescence, 48 h; cells starved in 0.2% serum; 100% = growth in 10% serum; proliferation, % at 10 µM; 330,000 tested, 0.29% active;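 active means compounds whose signal lies at least 3.5 SD above the mean of all wells on their plate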;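 further: 0% = DMSO-treated cells in low-serum medium and 100% = 10% serum control; some compounds called inactive have numbers as strong as hits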
NR3A LBD binder = NR3A (human) ligand-binding domain modulation. NR3A LBD differential scanning fluorimetry, Tm shift; 0% = protein alone, 100% = glycine-bound protein. Tm shift relative to glycine control, % at 25 µM. 340,000 tested, 2.5% active. AID 1259313;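 active means melting temperature shift of at least 10% of the positive control shift, at one fixed dose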
A3G deaminase = APOBEC3G (human) deaminase inhibition | Q9HC16 | recombinant A3G, ssDNA deamination FAM/TAMRA fluorescence | inhibition, % at 20 µM | 330,000 tested, 0.28% active | AID 493012;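 active means inhibition of at least 40% at 20 µM, with no more than 30% in the related APOBEC3A deaminase screen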;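 further: plate controls were DMSO wells with A3G for no effect and wells lacking A3G enzyme for full effect; some compounds called inactive have numbers as strong as hits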
Target sequence (Q9HC16 whole entry, looked up): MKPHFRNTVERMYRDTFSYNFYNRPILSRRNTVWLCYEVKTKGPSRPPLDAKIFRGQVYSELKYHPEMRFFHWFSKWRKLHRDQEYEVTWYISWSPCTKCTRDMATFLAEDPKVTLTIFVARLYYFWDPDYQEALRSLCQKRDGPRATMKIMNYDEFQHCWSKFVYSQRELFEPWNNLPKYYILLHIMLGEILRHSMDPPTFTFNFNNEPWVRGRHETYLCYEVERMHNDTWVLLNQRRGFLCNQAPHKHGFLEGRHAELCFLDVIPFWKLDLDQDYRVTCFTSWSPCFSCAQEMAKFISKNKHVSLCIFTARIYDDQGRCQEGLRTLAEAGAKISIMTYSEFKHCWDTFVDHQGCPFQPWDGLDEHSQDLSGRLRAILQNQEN
mIAP block = blocks mouse intestinal alkaline phosphatase. purified mouse IAP, CDP-Star luminescence, 30 min. inhibition, % at 10 µM. 330,000 tested, 0.2% active. AID 2806;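 active means inhibition of at least 40% at 10 µM in the primary screen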;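 further: plate controls were DMSO with enzyme for no effect and no enzyme wells for full effect; values of inactives mirror those of a sister screen read the other way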
A3A deaminase = inhibitors of human APOBEC3A DNA deaminase; inhibition, % at 20 µM; 330,000 tested, 0.41% active; recombinant A3A, FAM/TAMRA ssDNA deamination fluorescence; P31941; AID 493011;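 active means at least 40% inhibition at 20 µM here, with at most 30% in a related deaminase screen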;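 further: plate controls were A3A with DMSO for no effect and wells lacking A3A enzyme for full effect; some results filed as inactive read as strong as hits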
hIAP inh = human IAP inhibition; purified IAP, CDP-Star luminescence, 30 min; 330,000 tested, 0.12% active; inhibition, % at 10 µM; P09923;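 active means inhibition reaching a set limit with compound at 10 µM in the primary screen, cut at about 35% in these data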;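 further: plate controls were DMSO wells with enzyme for no effect and no-enzyme buffer wells for full effect; values of inactives mirror those of a sister screen read the other way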
* = called active by the depositor. Rows were taken by chance; 5% or so of the library scored in one or more.

canonical_smiles	MPTP block	mIAP activ	hIAP activ	beta cell repl	NR3A LBD binder	A3G deaminase	mIAP block	A3A deaminase	hIAP inh
Cc1[nH]c(=O)[nH]c(=O)c1S(=O)(=O)N(C)Cc1ccccc1	-0.1	0.948	1.11	-1.0	0.5	-2.1	5.2	1.5	-10.7
O=C(NCc1ccccn1)c1cc(-c2ccc(Br)cc2)nc2ccccc12	1.7	0.984	0.878	-0.1	-9.9	-3.1	1.6	-0.6	12.2
CN(C(=O)CC1C(=O)NCCN1Cc1ccc(F)c(F)c1)C1CCOCC1 (stereo unspecified)	-3.0	0.998	1.09	-1.8	0.8	-9.7	0.2	-4.2	-9.2
CC#CC[N+](C)(C)CCCCCCCCCC	6.0	1.09	1.18	-4.3	0.0	0.7	-9.3	1.9	-18.2
CCNC(=S)N1CCCC(c2nc3ccc(C)cc3[nH]2)C1 (stereo unspecified)	-0.4	1.06	0.956	-2.3	-0.9	-5.8	-6.1	-0.6	4.4
CN=C(c1ccc(C)cc1)n1c(=S)nc(-c2ccc(C)cc2)n(C)c1=S	1.2	0.92	1.12	4.7	-3.0	0.9	8.0	1.2	-12.4
O=C(O)c1cccc(-n2cccc2/C=C2\SC(=O)N(Cc3ccccc3F)C2=O)c1	0.0	0.918	0.878	-1.8	-3.2	41.9	8.1	96.6	12.2
COC(=O)c1c(NS(C)(=O)=O)sc2c1CCCC2	2.5	0.831	0.837	0.6	-0.7	-2.4	16.9	1.4	16.4
S=C(NCc1ccc2c(c1)OCO2)NCc1ccco1	-0.5	1.03	1.05	0.7	-3.4	-5.3	-3.3	-3.6	-5.3
CC(=O)Nc1cccc(NC(=O)CSc2nn3c(=O)c(C)nnc3s2)c1	-1.4	0.781	0.86	0.2	0.1	20.0	21.9	-3.2	14.0
CC(C)C(=O)NS(=O)(=O)c1ccc(NS(C)(=O)=O)cc1	1.6	1.03	0.96	-4.9	-1.6	-7.1	-2.7	-2.4	4.0
COc1ccccc1N(Cc1ccccc1)S(=O)(=O)c1cccc(C(=O)N2CCCCC2)c1	-1.2	0.792	1.05	-4.1	0.3	-4.3	20.8	-0.7	-5.4
N/C(Cn1cncn1)=N\NC(=O)C(=O)Nc1cccc(C(F)(F)F)c1	2.5	0.941	1.31	3.9	0.8	1.4	5.9	1.6	-31.1
COc1ccc(-c2noc(CN(C)C(=O)c3ccc4c(c3)OCO4)n2)cc1OC	0.5	0.982	0.983	-1.8	-0.2	-8.1	1.8	-2.9	1.7
O=C(O)c1nn(CCSc2ccccc2F)c(=O)c2ccccc12	1.4	1.05	1.07	0.9	-0.8	9.7	-5.2	2.3	-6.9
CC(C(=O)O)N1C(=O)/C(=C/C=C/c2ccco2)SC1=S (stereo unspecified)	-3.3	0.464	1	-0.5	-0.2	90.9	53.6*	97.4	-0.2
CCc1ccccc1NC(=O)CSc1n[nH]c(C)c1[N+](=O)[O-]	7.1	0.898	1.09	0.0	-2.1	-5.5	10.2	-4.4	-8.9
c1ccc(-c2n[nH]nc2-c2ccccc2)cc1	18.3	1.02	0.832	0.9	0.1	1.6	-2.4	6.7	16.8
Cc1ccc(N2CC(C(=O)OCC(=O)c3ccc(F)cc3)CC2=O)cc1 (stereo unspecified)	-0.8	0.929	0.923	-2.6	0.1	-7.6	7.1	-2.3	7.7
Cc1ccccc1-n1c(-c2csc3ccccc23)n[nH]c1=S	1.3	1.09	0.926	0.0	-0.2	-9.9	-8.6	-5.7	7.4
CC1CCN(S(=O)(=O)c2nnc(NC(=O)COc3ccccc3F)s2)CC1	-1.0	0.922	0.966	-2.2	-5.0	-6.0	7.8	-5.5	3.4
O=C(COC(=O)/C=C/c1ccc(F)cc1)Nc1ccc2[nH]c(=O)[nH]c2c1	-1.7	1.01	1.38	-1.9	-0.4	-12.2	-1.2	-0.6	-38.1
COc1cccc2cc(C(=O)OCc3ccccc3)c(=O)oc12	0.2	1.11	0.811	-1.9	0.1	14.1	-10.9	1.7	18.9
Cc1cc(C)n(CC(O)COc2ccccc2Br)n1 (stereo unspecified)	0.6	1.05	0.95	0.8	-1.2	-8.2	-5.2	-3.6	5.0
CN=C1C=C/C(=N/N=c2\ccn(O)cc2C)C=C1C	18.4	0.764	0.699	-4.3	-4.6	8.8	23.6	11.1	30.1

mIAP block: hit marks shown above
canonical_smiles | MPTP block | mIAP activ | hIAP activ | NR3A LBD binder | A3G deaminase | mIAP block | A3A deaminase | hIAP inh
CC(C(=O)O)N1C(=O)/C(=C/C=C/c2ccco2)SC1=S (stereo unspecified) | -3.3 | 0.464 | 1 | -0.2 | 90.9 | 53.6* | 97.4 | -0.2

Full records as entered above. Order of screens: MPTP block	mIAP activ	hIAP activ	beta cell repl	NR3A LBD binder	A3G deaminase	mIAP block	A3A deaminase	hIAP inh
Listed for O=C(COC(=O)/C=C/c1ccc(F)cc1)Nc1ccc2[nH]c(=O)[nH]c2c1 → -1.7	1.01	1.38	-1.9	-0.4	-12.2	-1.2	-0.6	-38.1
Listed for COc1ccccc1N(Cc1ccccc1)S(=O)(=O)c1cccc(C(=O)N2CCCCC2)c1 → -1.2	0.792	1.05	-4.1	0.3	-4.3	20.8	-0.7	-5.4

(listing goes on)
canonical_smiles	MPTP block	mIAP activ	hIAP activ	beta cell repl	NR3A LBD binder	A3G deaminase	mIAP block	A3A deaminase	hIAP inh
COc1ccc(C(=O)NCc2c(CC(C)C)oc(C)c2C(=O)O)cc1	4.9	0.996	1.09	-3.9	1.3	-3.3	0.4	-4.6	-8.7
O=C(CSc1cn[nH]n1)Nc1ccccc1C(F)(F)F	-0.1	0.971	1.02	1.3	-1.2	-9.2	2.9	-4.1	-2.0
COc1ccc2cc(C(=O)N3CCc4ccccc43)[nH]c2c1	1.1	1	0.964	-3.5	-0.4	-1.8	-0.3	2.9	3.6
COc1ccc(N2CCC(CNC(=S)Nc3cccc(C)c3)C2)cc1 (stereo unspecified)	20.1	1.24	0.993	-5.6	-1.3	2.4	-23.6	0.5	0.7
CC1CCN(S(=O)(=O)c2ccc(NC(=O)C3CSC4(C)CCC(=O)N34)cc2)CC1 (stereo unspecified)	-2.2	0.951	1.07	4.1	0.5	-2.1	4.9	6.1	-7.4
Cc1nn(-c2ccccc2)c(C)c1C(=O)NCc1ccccc1F	-0.6	0.961	0.992	0.0	1.4	-3.6	3.9	-1.4	0.8
C=CCc1cccc(C=Nc2cccn3cc(-c4ccccc4)nc23)c1O	1.0	0.963	0.724	-0.7	-5.0	-5.4	3.7	2.0	27.6
CCOc1ccc(CC(=O)C2C(=O)CCCC2=O)cc1OCC	-0.8	1.06	0.985	-0.7	-3.2	-10.5	-6.4	-6.4	1.5
O=C(CC(c1ccc(F)cc1)c1ccco1)N1CCCC1 (stereo unspecified)	1.0	0.952	1.06	-2.7	1.2	-10.6	4.8	-4.7	-6.5
O=C(CN(C1CCCCC1)S(=O)(=O)c1ccc(F)cc1)Nc1ccc2c(c1)OCO2	7.6	1.31	0.915	-1.0	-4.1	-6.3	-31.3	-1.1	8.5
CN(C)c1ccc(C(=O)NC2(N3CCC3=O)CCCC2)cc1	-0.2	0.969	0.961	-0.2	1.5	-3.8	3.1	-0.7	3.9
COC(=O)c1c(C)oc(C)c1S(=O)(=O)Nc1ccccc1	0.2	1.05	1.1	-4.4	-0.4	-2.9	-5.4	-2.8	-9.6
N#Cc1cccc(OCC(=O)NC(=O)NCc2ccccc2)c1	-0.5	1.04	0.916	-0.8	-0.6	0.8	-4.3	2.4	8.4
Nn1c(SCc2cccc(Cl)c2)nnc1-c1ccncc1	1.8	1.09	1.08	-1.3	0.5	-7.6	-9.3	-6.5	-7.6
O=C(COC(=O)c1cccnc1)Nc1ccc(F)cc1	0.8	1.03	0.976	-3.1	3.0	-6.9	-3.5	-3.7	2.4
CC(=O)c1ccc(C(=O)N(CCN(C)C)c2nc3c(Cl)cccc3s2)cc1	0.0	0.978	1.05	0.1	0.5	-8.4	2.2	-3.8	-4.6
Nn1cnnc1N/N=C/c1cccc(Cl)c1Cl	1.0	0.955	1.07	-1.3	-0.4	-7.7	4.5	-2.8	-6.9
COc1cccc(NC(=O)CCCNC(=O)Cn2cnc3sc(C)c(C)c3c2=O)c1	-0.6	0.997	1.33	-3.0	-2.5	-4.7	0.3	-3.6	-33.3
COc1cc(CNc2ccc3[nH]c(=O)[nH]c3c2)cc(Cl)c1OCC(=O)NC(C)(C)C	-0.4	0.936	0.974	-1.5	-4.1	-2.6	6.4	0.0	2.6
CN1C/C(=C/c2ccsc2)C(=O)/C(=C/c2ccsc2)C1	-2.6	0.886	0.883	-5.4	-0.9	-4.6	11.4	-0.1	11.7
O=C(O)c1ccc(COc2ccc([N+](=O)[O-])cc2)o1	0.0	1.08	1.1	-2.5	-1.0	-0.3	-8.3	2.1	-10.5
CC(Sc1nnc(CNC(=O)c2ccccc2F)n1C)C(=O)Nc1nccs1 (stereo unspecified)	-0.1	0.905	0.987	0.0	-3.4	-6.7	9.5	1.4	1.3
CCCCNC(=O)C1(O)c2ccccc2NC(=O)N1c1ccc(Cl)cc1 (stereo unspecified)	17.0	1.19	1.17	-0.5	2.2	-4.8	-18.5	-6.4	-17.3
O=C(CSc1nc(-c2ccc(F)cc2)cs1)N1CCN(C(=O)c2ccco2)CC1	2.0	0.981	0.998	-1.9	-1.7	-3.4	1.9	-2.2	0.2
O=C(c1ccc2c(c1)OCO2)N1CCN(c2ccc(Cl)cc2)CC1	-1.7	0.932	0.945	2.4	-1.5	-7.6	6.8	-0.3	5.5

Later entries
Every second line gives: MPTP block, mIAP activ, hIAP activ, beta cell repl, NR3A LBD binder, A3G deaminase, mIAP block, A3A deaminase, hIAP inh
- C/C(=N\NC(=O)C(O)(c1ccccc1)c1ccccc1)c1ccc(C)o1
  1.0, 0.926, 1.12, -3.0, -1.0, -2.6, 7.4, -6.0, -11.8
- Cc1ccc(S(=O)(=O)N2CCN(C(=O)C3CCN(C(=O)c4ccccc4C)CC3)CC2)cc1C
  1.7, 1.04, 1.06, -1.0, -2.0, -7.5, -3.8, 1.4, -5.7
- COc1ccccc1OCCC(=O)OCCN1C(=O)c2ccccc2C1=O
  2.4, 1.08, 1.09, 0.3, 1.7, 0.5, -8.3, 2.1, -9.4
- COc1cc(/C=N/Nc2cc(C)nc(N)n2)ccc1O
  -1.0, 0.978, 0.954, -2.6, 2.2, -4.5, 2.2, 1.6, 4.6
- C=C(C)C(=O)Nc1cccc(C2=NOC3(C2)C[C@@H](C(N)=O)N(C(=O)C2(C)CC2)C3)c1 (stereo partly specified)
  -1.6, 0.985, 0.887, -3.8, -1.1, 88.7*, 1.5, 21.4, 11.3
- COC(=O)c1ccc2nc(NC(=O)C3CCCCC3)sc2c1
  3.1, 1.01, 1.07, -4.3, -1.2, 0.6, -1.2, -0.4, -7.4
